Bioassay records from PubChem BioAssay.
NOD2-RIPK2 inh – inhibitors of human NOD2-RIPK2 interaction | inhibition, % at 4.98 µM | CHO BLA complementation NOD2-RIPK2, CCF4 ratio | AID 624267 | hit rate 0.38% among 360,000 | O43353; in the data active = inhibition above about 21%;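 also: 0% = vehicle only and 100% = reference blocker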
MC4R ag barr – agonists of human melanocortin 4 receptor (MC4R) beta-arrestin. activation, % at 8.9 µM. U2OS MC4R beta-arrestin complementation, luminescence; percent of melanotan II response, DMSO zero. hit rate 0.98% among 360,000. AID 540308;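 active = activation above a per-plate cutoff, the mean activation of sample wells on that plate plus 3 SD, cut at about 8% in these data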
TLR9-MyD88 inh – TLR9-MyD88 interaction inhibition; CHO BLA complementation TLR9-MyD88, CCF4 FRET ratio; Q9NR96+Q99836; hit rate 0.21% among 340,000; AID 504734; inhibition, % at 4.98 µM;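 active = inhibition above the mean over all tested compounds plus 3 SD, cut at about 21% in these data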;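 also: 0% = DMSO only wells and 100% = clavulanate BLA inhibitor control wells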
ABHD5 PLIN5 PPI – ABHD5-PLIN5 protein interaction inhibition. Split G. princeps luciferase complementation, luminescence, 4 h. Q00G26+Q8WTS1. inhibition, % at 4 µM. hit rate 0.78% among 360,000. AID 602281;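 active = inhibition above the mean inhibition across every tested compound plus 3 SD, cut at about 22% in these data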;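 also: 0% = DMSO only wells and the 100% control is not disclosed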
LMP1 NFkB inh – inhibitors of Epstein-Barr LMP1-induced NF-kappaB reporter; LMP1-induced NF-kappaB luciferase reporter cells, luminescence; inhibition, % at 12.5 µM; hit rate 0.69% among 350,000; AID 504558; in the data active = inhibition above about 41%;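 also: 0% = neutral control wells and 100% = reference inhibitor control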
LRH-1 inv ag – NR5A2 inverse agonism in reporter assay; O00482; HEK293T StAR-luciferase reporter, LRH-1 transfected, 24 h; inhibition, % at 3.6 µM; hit rate 0.13% among 360,000; AID 602396;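 active = inhibition above the mean inhibition of all tested compounds plus 3 SD, cut at about 73% in these data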;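 also: 0% = DMSO wells and 100% = reporter-only cells lacking LRH-1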
NCOA2 inhibitor – human SRC2 (NCOA2) inhibition. Q15596. HEK293 GAL4-SRC2 luciferase reporter, luminescence. inhibition, % at 9 µM. hit rate 0.17% among 370,000;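 active = inhibition above the mean inhibition of all tested compounds plus 3 SD, set per campaign, cut at about 52% in these data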;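 also: 0% = DMSO treated cells and 100% = cells given Gossypol at 36 µM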
NR2F2 inh – NR2F2 (human) inhibition, primary screen; hit rate 0.7% among 370,000; AID 686940; inhibition, % at 8.6 µM; HEK293T NGFI-A luciferase reporter, luminescence;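 active = inhibition above a per-plate cutoff, mean inhibition of test wells between control levels plus 3 SD, cut at about 38% in these data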;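 also: cells cotransfected with COUP-TFII expression vector driving the NGFI-A reporter; 0% = median of COUP-TF2 test wells and 100% = reporter-only cells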
MC4R antag cAMP – blocks human MC4R cAMP signaling. P32245. MC4R-expressing cells, MTII-stimulated cAMP, LANCE TR-FRET. inhibition, % at 6.5 µM. hit rate 0.48% among 360,000;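 active = inhibition above its plate's cutoff, the mean of tested wells on that plate plus 3 SD, cut at about 29% in these data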;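 also: 0% = Melanotan II alone and 100% = Melanotan II plus saturating MCL0020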
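system = U2OS cells with stable human MC4R expression | also added = Melanotan II challenge after compound preincubation | dosing = one concentration, 6.5 µM nominal | incubation = compound 30 min, challenge 1 h, detection 1 h | measured by = TR-FRET with Eu-cAMP and labeled anti-cAMP, 671 nm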
SRC3 inh – inhibitors of human steroid receptor coactivator 3 (SRC3); Q9Y6Q9; HEK293 GAL4-SRC3 luciferase reporter, luminescence; inhibition, % at 3.6 µM; hit rate 0.17% among 360,000; AID 588352;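 active = inhibition above a per-campaign cutoff, the mean of all compounds plus 3 SD, cut at about 60% in these data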;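 also: 0% = DMSO-treated cells and 100% = gossypol-treated cells at 36 µM; higher means less SRC3-driven luciferase light from the GAL4 reporter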
Target sequence (Q9Y6Q9 whole entry, looked up, the tested form may be a part): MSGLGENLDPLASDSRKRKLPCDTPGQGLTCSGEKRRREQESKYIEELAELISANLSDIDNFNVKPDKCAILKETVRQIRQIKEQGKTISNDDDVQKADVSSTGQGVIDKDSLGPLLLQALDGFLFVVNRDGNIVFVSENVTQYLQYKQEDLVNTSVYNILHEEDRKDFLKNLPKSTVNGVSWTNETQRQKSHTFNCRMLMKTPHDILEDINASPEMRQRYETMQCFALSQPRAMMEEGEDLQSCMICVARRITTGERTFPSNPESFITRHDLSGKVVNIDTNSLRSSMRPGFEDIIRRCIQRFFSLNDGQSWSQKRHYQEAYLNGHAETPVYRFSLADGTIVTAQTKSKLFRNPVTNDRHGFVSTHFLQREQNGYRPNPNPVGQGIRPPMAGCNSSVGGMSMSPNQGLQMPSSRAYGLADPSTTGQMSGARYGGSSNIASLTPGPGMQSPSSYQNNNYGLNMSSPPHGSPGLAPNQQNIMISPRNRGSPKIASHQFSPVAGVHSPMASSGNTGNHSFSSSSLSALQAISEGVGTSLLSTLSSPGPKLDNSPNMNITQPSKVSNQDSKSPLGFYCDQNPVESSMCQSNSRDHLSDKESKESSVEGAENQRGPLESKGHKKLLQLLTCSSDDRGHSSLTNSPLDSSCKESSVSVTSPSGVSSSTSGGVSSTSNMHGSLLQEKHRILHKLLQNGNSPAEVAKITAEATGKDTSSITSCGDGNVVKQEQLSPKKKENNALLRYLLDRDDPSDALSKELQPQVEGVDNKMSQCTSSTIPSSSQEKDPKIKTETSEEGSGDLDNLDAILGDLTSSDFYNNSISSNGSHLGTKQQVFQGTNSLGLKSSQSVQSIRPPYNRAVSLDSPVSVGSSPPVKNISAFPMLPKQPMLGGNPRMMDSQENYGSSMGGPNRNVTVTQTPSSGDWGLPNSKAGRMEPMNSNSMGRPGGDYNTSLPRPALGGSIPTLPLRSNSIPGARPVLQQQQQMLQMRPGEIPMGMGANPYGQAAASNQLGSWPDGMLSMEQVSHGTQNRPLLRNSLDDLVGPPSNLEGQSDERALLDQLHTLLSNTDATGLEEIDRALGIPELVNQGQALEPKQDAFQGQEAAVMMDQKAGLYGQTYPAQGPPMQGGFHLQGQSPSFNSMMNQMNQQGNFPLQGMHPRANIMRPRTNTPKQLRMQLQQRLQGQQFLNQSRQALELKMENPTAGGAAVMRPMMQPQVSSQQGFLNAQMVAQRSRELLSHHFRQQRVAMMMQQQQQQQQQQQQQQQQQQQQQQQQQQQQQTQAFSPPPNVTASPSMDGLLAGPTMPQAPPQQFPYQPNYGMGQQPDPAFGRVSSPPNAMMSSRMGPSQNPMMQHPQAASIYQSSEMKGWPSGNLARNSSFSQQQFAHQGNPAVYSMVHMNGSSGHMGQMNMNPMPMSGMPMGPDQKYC
SRC1 inh – human NCOA1 inhibition; Q15788; HEK293 GAL4-SRC1 luciferase reporter, luminescence; inhibition, % at 3.6 µM; hit rate 0.12% among 360,000;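 active = inhibition above the campaign mean plus 3 SD, with each screening campaign given its own cutoff, cut at about 60% in these data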;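 also: 0% = DMSO treated cells and 100% = gossypol at 36 µM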
Active calls of the source: *; . = no result given.

SMILES	NOD2-RIPK2 inh	MC4R ag barr	TLR9-MyD88 inh	ABHD5 PLIN5 PPI	LMP1 NFkB inh	LRH-1 inv ag	NCOA2 inhibitor	NR2F2 inh	MC4R antag cAMP	SRC3 inh	SRC1 inh
COc1ccc(OC)c(NC(=O)C2CCN(Cc3cnn(-c4ccccc4)c3-n3cccc3)CC2)c1	-3	-0.5	-4	0	-6	5	-27	23	8	-1	-10
CC1CCc2sc(C(=O)NNC(=S)NC3CC3)cc2C1 (stereo not given)	-5	-4.1	2	9	-7	-33	-32	4	3	-20	-24
CCCn1c(N)c(C(=O)CSc2nncs2)c(=O)[nH]c1=O	-15	1.3	1	-8	-4	-8	21	-13	6	-14	2
COc1ccc(C(=O)CSc2nnc(Cn3cnc4ccccc43)o2)cc1	0	-1.3	-1	-5	31	32	18	60*	-6	16	2
O=C(CN1C(=O)CC(c2ccccc2)=Nc2ccccc21)NCc1ccco1	-2	-1.8	0	-4	3	6	12	1	-1	20	-7
CC(C)Oc1ccc(CNC(=O)c2cc(S(=O)(=O)N3CCOCC3)cn2C)cc1	-13	-2.3	2	0	26	-23	-41	4	3	6	-6
O=C(COc1ccc2ccc(=O)oc2c1)NCC(O)c1ccccc1 (stereo not given)	4	-3.1	-9	-5	2	15	-15	10	7	2	-2
O=C(O)COc1ccc(C(NC(=O)c2c(F)cccc2F)NC(=O)c2c(F)cccc2F)cc1	1	-1.2	12	1	-1	16	2	-7	1	8	9
COc1ccccc1C(=O)NCC(=O)Nc1ccc2c(c1)OCO2	20	-0.4	-2	-3	-13	-1	-8	-8	7	-5	15
COc1ccc(-c2cnnn2-c2ccc(N)cc2)cc1OC	-3	-1.2	0	1	7	16	1	1	-1	-18	-1
CS(=O)(=O)N1CCCC(C(=O)NCc2ccco2)C1 (stereo not given)	-15	0.6	-2	-10	-2	36	-9	-2	0	-15	7
CCN(c1ccc(C)c(C)c1)S(=O)(=O)c1ccc2c(c1)CCN2C(=O)CCC(=O)O	-3	-3.0	2	-7	9	-13	-16	7	-5	2	-48
Cn1c(C(=O)N[C@@H](C(=O)O)c2ccccc2)cc2cc(F)ccc21	-12	-2.6	0	-6	-12	23	12	17	3	4	-30
COc1ccc(CN2CSC(=S)N(Cc3ccccc3)C2)cc1	-18	-0.2	-2	2	35	29	-28	-9	-4	21	7
O=C(COC(=O)/C=C/c1ccccc1Cl)Nc1cccnc1Cl	-6	-0.8	1	2	-2	-4	-22	-7	6	2	-3
COc1ccc(Br)cc1CN(C)CC(=O)Nc1cccc(S(N)(=O)=O)c1	-7	-1.5	-3	-2	-4	17	-57	-2	9	6	-14
O=C(Cc1c(O)c2ccccc2[nH]c1=O)NC1CCCCCCC1	-2	-2.2	-3	-1	10	-10	-4	-27	4	4	-20
CCn1cc(CNC(=O)C2CCC(=O)N(C3CCCCCC3)C2)cn1 (stereo not given)	-13	-1.4	-14	4	1	-15	13	1	4	10	-27
CCOc1ccccc1NC(=O)CSc1cn[nH]n1	0	-1.6	10	3	-4	41	-21	10	9	3	-20
Cc1ccc(S(=O)(=O)N2C[C@H]3C(=O)C[C@@H](c4cccc5ccccc45)N(S(=O)(=O)c4ccc(C)cc4)[C@H]3C[C@H]2c2ccc(Cl)cc2)cc1	-2	-0.2	-1	3	3	11	-1	1	2	5	0

One compound at a time, as listed above. Order of values: NOD2-RIPK2 inh | MC4R ag barr | TLR9-MyD88 inh | ABHD5 PLIN5 PPI | LMP1 NFkB inh | LRH-1 inv ag | NCOA2 inhibitor | NR2F2 inh | MC4R antag cAMP | SRC3 inh | SRC1 inh
CS(=O)(=O)N1CCCC(C(=O)NCc2ccco2)C1 (stereo not given) across the screens: -15 | 0.6 | -2 | -10 | -2 | 36 | -9 | -2 | 0 | -15 | 7
O=C(O)COc1ccc(C(NC(=O)c2c(F)cccc2F)NC(=O)c2c(F)cccc2F)cc1 across the screens: 1 | -1.2 | 12 | 1 | -1 | 16 | 2 | -7 | 1 | 8 | 9

The results go on:
SMILES	NOD2-RIPK2 inh	MC4R ag barr	TLR9-MyD88 inh	ABHD5 PLIN5 PPI	LMP1 NFkB inh	LRH-1 inv ag	NCOA2 inhibitor	NR2F2 inh	MC4R antag cAMP	SRC3 inh	SRC1 inh
CCn1nccc1C(=O)Nc1cc(Cl)ccc1Cl	-16	-1.4	0	-3	6	-1	2	0	4	8	-13
COc1ccc(Cl)cc1NS(=O)(=O)c1cccc(C(=O)NCC(C)(C)N2CCOCC2)c1	4	-0.5	8	-4	37	12	6	-4	7	-2	8
CCCN(CCC)C(=O)C[n+]1cccc(/C=N/O)c1	3	-1.8	3	-1	-6	-6	-40	-24	2	-6	-3
O=C(CSc1ccccc1)NC1CC1	6	0.5	-2	-3	-8	-14	11	6	-3	-8	8
COc1ccccc1NC(=S)N1CCc2cc(OC)c(OC)cc2C1	-11	-2.0	0	-5	2	21	-31	6	0	4	1
COc1ccc(/C=C/C(=O)c2cc(Br)ccc(=O)c2O)cc1	-13	2.9	0	22*	13	-18	.	.	17	-5	-8
COc1ccc(CCC(C)NCCc2ccc(Cl)cc2Cl)cc1 (stereo not given)	-3	9.2*	-8	8	-9	-9	-23	19	-4	10	-21
CCCC1=Nc2cc(C(=O)NCCN3CCCC3)ccc2Sc2ccccc21	5	-1.9	4	-2	7	-8	-18	-14	5	-3	-2
Cc1cc2c(ncn2C)c(NS(=O)(=O)c2ccccc2Cl)c1C	-3	-2.2	-3	1	-7	10	-39	-20	0	-1	1
Nn1c(SCc2ccccc2)nnc1-c1ccccn1	6	-0.9	11	1	-14	-31	-38	-19	3	-43	-57
N=C(N)SCc1nc2ccccc2c(=O)n1-c1ccccc1Cl	2	-2.2	-3	-11	-3	-54	-39	-19	-1	-48	-36
CCN(Cc1ccc2c(c1)OCO2)C(=O)CSc1ncnc2sccc12	5	-1.7	-1	4	1	-12	-1	-2	-1	-6	1
CCOC(=O)C1=CN(CC2CCCCC2)CCC1=O	-5	-1.4	-15	5	-2	21	-19	-13	-6	-20	-13
Cc1nc2ncnn2c(C)c1Cc1c(Cl)cccc1Cl	8	-2.5	-4	8	-4	-17	6	8	0	-3	1
S=C(NCc1ccco1)NCC1CCCO1 (stereo not given)	7	-3.8	3	1	0	-7	-15	15	4	5	3
Cc1cc(=O)oc2cc(OC(C)C(=O)N3CCOCC3)c(Cl)cc12 (stereo not given)	-11	-1.8	1	-3	-1	-13	-21	0	0	17	3
O=[N+]([O-])c1cc(S(=O)(=O)N2CCCC2)ccc1NCCc1ccccc1	-1	-0.1	-3	0	-3	-12	25	11	12	-3	10
COC(=O)[C@H](NC(=O)c1cc([C@@H](NC(=O)OC(C)(C)C)C(C)C)sc1N)C(C)C	-9	.	.	-12	.	3	-25	-1	.	.	.
CN1C(C(=O)NCc2ccc(OC(F)(F)F)cc2)CC2Cn3c(nc4ccccc43)C21 (stereo not given)	0	-0.3	3	2	5	-44	-19	1	2	1	7
Cc1ccc(-c2ccc(OCC(=O)N3CCOCC3)cc2)cc1	-9	0.4	1	-4	-6	-29	-40	-14	7	-27	-45
O=S(=O)(c1ccc(Cl)cc1)N1CCC(N2CCOCC2)CC1	-4	1.0	-9	-1	-14	7	10	18	2	-2	1
CSCCC(=O)N1CCC(n2nccc2NC(=O)CCc2ccccc2)CC1	-7	-3.4	-2	-9	0	-5	-17	12	5	-15	1
COc1ccc(CNC(=O)CCCn2nc(C)c3c(C)n(-c4ccc(C)cc4)nc3c2=O)cc1OC	-10	-1.6	-3	3	3	-21	-22	18	7	0	0
CC1Cc2nc(SCC(=O)NC3CCCCC3)n(C)c(=O)c2S1 (stereo not given)	6	-2.1	2	3	6	-16	-11	19	-1	-6	1
COc1ccc(Cl)cc1NC(=S)N1CCN(C(=O)C2CCCO2)CC1 (stereo not given)	-7	-2.9	-10	-3	6	15	-21	-9	11	-15	-17
Cc1ccc(-c2noc(CCCC(=O)N3CCOCC3)n2)cc1	-5	-0.3	-5	3	0	16	-16	12	7	9	-9
O=C(COC(=O)C1=COCCO1)Nc1ccc([N+](=O)[O-])cc1C(F)(F)F	-6	-3.0	4	4	7	15	18	-5	3	-15	9
CCOc1c(OC(C)=O)ccc(/C=C2\N=C(SCC)SC2=O)c1[N+](=O)[O-]	2	-2.9	8	-18	5	11	16	7	9	16	-9
CCCc1cc(=O)oc2cc(C)cc(OCC(=O)O)c12	-4	3.7	-5	4	3	26	30	-2	3	-13	-5
COCCn1c(SCC(=O)NCc2ccc3c(c2)OCO3)nnc1C(C)C	-4	-3.2	3	2	-1	-6	-12	-2	11	4	19
N#CCCN(Cc1ccccc1)S(=O)(=O)c1cccs1	0	-0.5	-6	-6	5	11	-14	0	-4	-8	-3
CCOC(=O)C(C)n1cnc2c(oc3ccccc32)c1=O (stereo not given)	-5	-0.7	-6	2	-41	-7	4	-14	9	-15	-45
Cc1ccccc1OCC(=O)Nc1cc(S(=O)(=O)N2CCCCC2)ccc1N1CCN(C)CC1	4	-0.7	.	5	3	2	-11	7	7	-5	-10
CN(C)CCNc1nc(S(=O)(=O)c2ccccc2)c(Cl)s1	-8	-3.0	-2	-2	-3	0	18	12	10	9	10
CCc1ccc(C(=O)Nc2cc(C)ccc2F)s1	-9	-1.2	12	-3	-24	-59	-45	-1	3	-23	-76
CC(C)(C)C1c2[nH]c3ccccc3c2CCN1Cc1cccc(OCCO)c1 (stereo not given)	4	-0.4	5	-10	-4	7	7	18	1	11	3
COC(=O)C1C2C=CC3(CN(c4cccc(C)c4)C(=O)C13)O2 (stereo not given)	-13	-1.1	5	0	-5	1	11	-16	9	5	-7
O=C(NCCc1ccccc1)c1ccc(-c2cccnc2)c2ccoc12	3	-0.9	.	-1	.	-208	-84	-35	-3	-115	-79
O=C(Cc1ccccc1)n1nc(-c2ccco2)nc1SCc1ccccc1	-10	-0.9	1	8	-5	-27	-37	-7	12	-36	-13
CCC(=O)Nc1cccc(NC(=O)c2cccc([N+](=O)[O-])c2C)c1	-3	-2.4	-8	5	-1	-7	-8	0	16	4	-13
COc1ccc2nc(SCC(N)=O)cc(C)c2c1	2	-1.5	-5	-4	-5	-9	-18	-11	0	-18	-16
O=C(N/N=C/c1cn[nH]c1-c1ccc(Cl)cc1)c1ccc([N+](=O)[O-])cc1	-1	-1.7	-3	-2	7	-9	-13	6	16	10	-10
CC(=O)Nc1sc(N/N=C\c2cccc(Cl)c2)nc1-c1cccs1	-5	1.3	-2	-23	-7	-8	-3	6	-2	-9	-7
Cc1cccn2c(CNCC3OCCc4ccccc43)c(C(=O)N3CCCCC3)nc12 (stereo not given)	-3	-0.5	12	-4	1	9	19	18	2	2	17
CN1CC(=O)Nc2ccc(F)cc2C1=O	-10	3.0	-8	5	4	-3	4	-8	0	-1	8
CCCCN(C)Cc1c(C)[nH]c2ccccc2c1=O	10	-1.7	13	-3	-5	-3	14	3	4	5	2

An excerpt; rates above refer to the full screens.
